APEX1 inh = APE1 (human) endonuclease inhibition | recombinant APE1, TAMRA/BHQ-2 abasic DNA cleavage fluorescence | P27695 | Potency, µM (highest dose often 65.8 µM), inactives show top-dose activity change, negative = inhibition, actives largely listed as inhibitors | AID 2517 | 350,000 tested, 0.35% active;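 also: potency is read from the fitted curve at half-maximal effect; plate controls were vehicle for no effect and reference inhibitor for full effect; nearly all actives have a fitted effect of over 55% in size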
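Enzyme (0.75 nM final) and test compound are incubated 15 min at room temperature before adding 50 nM quenched THF abasic-site duplex. Cleavage dequenches TAMRA, followed at 525/598 nm over three reads one minute apart.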
BLM helicase inh = Bloom syndrome helicase (human) inhibition. Potency, µM (top dose mostly 56.1 µM), for the others: at the top dose activity change, negative = inhibition, usual class: inhibitors. 350,000 tested, 0.2% active. P54132. recombinant BLM DNA unwinding, fluorescence dequenching;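 also: potency is read from the fitted curve at half-maximal effect; plate controls were vehicle for no effect and no enzyme for full effect; nearly all actives have a fitted effect of over 35% in size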
Target sequence (P54132 whole entry, looked up): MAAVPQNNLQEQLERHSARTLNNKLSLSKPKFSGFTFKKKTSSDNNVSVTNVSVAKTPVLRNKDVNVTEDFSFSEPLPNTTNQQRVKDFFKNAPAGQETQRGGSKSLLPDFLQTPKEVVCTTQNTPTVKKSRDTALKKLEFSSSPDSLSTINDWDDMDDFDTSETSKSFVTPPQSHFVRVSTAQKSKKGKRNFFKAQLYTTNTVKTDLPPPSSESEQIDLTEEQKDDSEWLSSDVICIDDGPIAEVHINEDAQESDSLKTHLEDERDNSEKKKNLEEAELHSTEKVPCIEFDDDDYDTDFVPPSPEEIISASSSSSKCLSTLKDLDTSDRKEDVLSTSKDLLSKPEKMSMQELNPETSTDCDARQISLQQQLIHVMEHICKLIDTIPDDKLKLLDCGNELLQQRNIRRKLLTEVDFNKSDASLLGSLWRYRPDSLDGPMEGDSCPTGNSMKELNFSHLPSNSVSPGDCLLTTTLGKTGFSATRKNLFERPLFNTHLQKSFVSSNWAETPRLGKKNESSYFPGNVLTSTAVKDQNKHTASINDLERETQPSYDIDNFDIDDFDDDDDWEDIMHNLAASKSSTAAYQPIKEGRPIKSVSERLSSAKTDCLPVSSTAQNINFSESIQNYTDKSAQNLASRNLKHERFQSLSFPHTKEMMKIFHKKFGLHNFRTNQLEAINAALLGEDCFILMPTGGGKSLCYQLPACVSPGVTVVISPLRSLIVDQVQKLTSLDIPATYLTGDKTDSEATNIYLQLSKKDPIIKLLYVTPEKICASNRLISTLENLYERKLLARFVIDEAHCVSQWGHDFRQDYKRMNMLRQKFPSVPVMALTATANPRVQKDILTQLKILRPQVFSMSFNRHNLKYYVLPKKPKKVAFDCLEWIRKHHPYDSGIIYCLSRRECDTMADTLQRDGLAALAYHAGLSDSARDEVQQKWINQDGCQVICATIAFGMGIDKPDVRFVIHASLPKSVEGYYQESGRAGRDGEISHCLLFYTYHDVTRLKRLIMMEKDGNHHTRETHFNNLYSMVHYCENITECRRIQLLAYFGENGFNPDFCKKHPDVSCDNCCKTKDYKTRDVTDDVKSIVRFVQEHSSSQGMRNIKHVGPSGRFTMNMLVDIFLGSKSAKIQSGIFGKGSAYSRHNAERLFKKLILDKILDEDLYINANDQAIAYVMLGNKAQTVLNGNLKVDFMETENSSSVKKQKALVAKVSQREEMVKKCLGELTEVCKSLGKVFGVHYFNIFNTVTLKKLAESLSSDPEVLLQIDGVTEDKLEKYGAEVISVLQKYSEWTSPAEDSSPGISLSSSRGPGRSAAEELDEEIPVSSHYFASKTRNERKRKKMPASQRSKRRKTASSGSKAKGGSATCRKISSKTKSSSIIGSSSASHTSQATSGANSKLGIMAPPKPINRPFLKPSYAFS
Pol beta inh = inhibitors of human DNA polymerase beta; P06746; Pol beta primer extension/strand displacement, fluorescence kinetic; Potency, µM (top dose mostly 114 µM), inactives show top-dose activity change, negative = inhibition, actives largely listed as inhibitors; 340,000 tested, 1.3% active; also: potency is read from the fitted curve at half-maximal effect; % is scaled to controls: 0 for no effect and ±100 for the full control effect
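Enzyme-only controls used 10 nM Pol beta; buffer lacking enzyme served as negative control. Compound preincubated 15 min, then 50 nM substrate added; 0 and 10 min reads at room temperature.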
Glioma ERSR ind = induces the endoplasmic reticulum stress response in human glioma cells; U87-MG GRP78 promoter luciferase reporter, 16 h; Potency, µM, inactives show at the top dose activation, hits mostly activators; 420,000 tested, 0.02% active; also: potency is read from the fitted curve at half-maximal effect; series mostly up to about 76 µM; % of control where 0% means no effect; nearly all actives have a fitted effect of over 35% in size
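ERSR induction read as luciferase luminescence (Bright-Glo, 10 min at room temperature) in stably transfected human U87-MG glioma cells exposed to compounds for 16 h, using GRP78 as sensor.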
LDHA block = inhibitors of human lactate dehydrogenase A. P00338. purified LDHA, NADH/diaphorase-resazurin fluorescence; hits give low values. activity change, % (values are at about 110 or 230 µM). 480,000 tested, 0.15% active. AID 1347041; in the data active = activity change below about -30%; inconclusive = mostly about -25% to -30%;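 also: plate controls were DMSO wells for no effect and wells without enzyme for full effect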
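Remaining NADH was detected by diaphorase (0.133 mg/mL) converting 37 µM resazurin to fluorescent resorufin, read at 0 and 20 minutes. The preceding 5-minute room-temperature reaction used 2 nM LDHA, 0.2 mM sodium pyruvate and 0.06 mM NADH at pH 7.4.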
Apoferritin bind = candidate novel general anesthetic via apoferritin binding; P02791; apoferritin/1-aminoanthracene competitive binding, fluorescence; Potency, µM (doses to about 77.5 µM), inactives show at the top dose activity change, negative = displacement, hits mostly inhibitors; 350,000 tested, 0.074% active; AID 485281; also: potency is read from the fitted curve at half-maximal effect; % is scaled to controls: 0 for no effect and ±100 for the full control effect; nearly all actives have a fitted effect of over 20% in size
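Horse-spleen apoferritin (10 uM) was mixed with 50% saturated 1-aminoanthracene in PBS, exposed to compounds for 10 min at room temperature, and read for fluorescence (ex 380 nm, em 535 nm). Competitive displacement was fitted with a four-parameter Hill equation.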
POLI inh = DNA polymerase iota (human) inhibition; Pol iota fluorescent replication assay, 10 min; Potency, µM (top dose mostly 115 µM), inactives show at the top dose activity, negative = inhibition, actives largely listed as inhibitors; 390,000 tested, 1% active; AID 588590; also: potency is read from the fitted curve at half-maximal effect
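Fluorescent replication assay read twice, at 0 min and 10 min after adding 50 nM (final) substrate. Enzyme (10 nM) and compounds were first incubated 15 min at room temperature; enzyme-free buffer wells were negative controls.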
Pol eta inh = DNA polymerase eta (human) inhibition. Q9Y253. recombinant Pol eta, fluorescent DNA replication assay. Potency, µM (highest dose often 114 µM), without a hit: top-dose activity change, negative = inhibition, most hits filed as inhibitors. 390,000 tested, 1.2% active; also: potency is read from the fitted curve at half-maximal effect; % is scaled to controls: 0 for no effect and ±100 for the full control effect
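Pol eta at 10 nM preincubated with compounds 15 min at room temperature; reaction started with fluorescent substrate (50 nM final) and read kinetically at 0 and 10 min.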
POLK inh = DNA polymerase kappa (human) inhibition | Q9UBT6 | Potency, µM (top dose mostly 107 µM), for the others: top-dose activity, negative = inhibition, most hits filed as inhibitors | 400,000 tested, 0.53% active | purified Pol kappa, fluorescent DNA synthesis assay, 10 min; also: potency is read from the fitted curve at half-maximal effect; % is scaled to controls: 0 for no effect and ±100 for the full control effect
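First, compounds were pin-transferred onto 10 nM Pol kappa. After 15 min at room temperature, substrate was added to 50 nM final. Fluorescence was then measured kinetically at 0 and 10 min.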
* = called active by the depositor; ? = inconclusive; . = not tested or not shown; & = joins results of further samples; [ ] = dose if it differs, or a comment. Unless noted, calls follow the shape of the dose curve; as a rule, active = well fitted curve in the direction sought with a large enough effect; inconclusive = small, poorly fitted or top-dose-only effect, or another doubt; inactive = no such curve, though single readings can be large; an effect the other way counts as inactive or inconclusive. This is a subset; the hit share may differ from the screen's.

mol,APEX1 inh,BLM helicase inh,Pol beta inh,Glioma ERSR ind,LDHA block,Apoferritin bind,POLI inh,Pol eta inh,POLK inh
CC1CCN(c2nc3c(S(=O)(=O)c4ccccc4)nnn3c3ccsc23)CC1,.,-6%,7%,-5%,-9,0%,11%,-9%,-8%
COc1cc2ncc3c(-c4ccccc4)nn(-c4ccc(C)cc4)c3c2cc1OC,.,-6%,-2%,-4%,-3,-10%,16%,-21%,-6%[60.1 µM]
Cc1csc(NC(=O)CSc2sc3c(O)cc(=O)[nH]c3c2C#N)n1,8%,-18%,45µM*,-1%,-3,-16%,7.9µM*,18µM*,28µM*
Cc1ccc(-n2c(C)cc(C(=O)CN3CCCCC3)c2C)cc1,-2%,0%,-2%,-3%,-8,-13%,77%[activator],-21%,1%
Cc1ccc(C(=O)OCC(=O)N2CCNC2=O)c(C)c1,18%,.,.,2%,-6,.,23%,1%,-1%
O=[N+]([O-])c1cc([N+](=O)[O-])c(Oc2ccc(Br)cc2Br)cc1NN1CCCCC1,-8%,2%,31%,0%,-10,-13%,-1%,-12%,-13%
CCOC(=O)c1sc2cccc(F)c2c1S(=O)(=O)Nc1ccccc1F,.,-1%,0%,-2%,-1,?,-6%,-15%,0%
C/C(=N\Nc1nnc(-c2ccccc2)c(-c2ccccc2)n1)c1cccc([N+](=O)[O-])c1,-2%,-15%,27%,-3%,-4,?,29%,-11%,-1%
O=C(NCC(=O)N1CCCC1)c1ccccc1F,12%,1%,10%,0%,-3,-10%,56%[activator],?,-6%
NC(=S)N/N=C1\CC(c2ccc3c(c2)OCCO3)Oc2ccc(F)cc21 (configuration not stated),-5%,-7%,-2%,-5%,-8,6%,25%,-20%,-11%
COC(=O)CSc1ncc(OC)c(OC)n1,0%,-1%,5%,-3%,-4,-14%,7%,-14%,-1%
Cc1ccccc1NC(=O)COC(=O)CCC(=O)c1cccs1,16%,.,.,-3%,-2,.,-19%,-1%,4%
CN(C)c1cc[n+](CC(=O)c2cccs2)cc1,58%[activator],-2%,-1%,-3%,-2,-1%,-23%,-6%,11%
Cc1cccc(C)c1OCCSc1nc2ccccc2n1CC(=O)O,-19%,3%&0%,0%&-24%,-7%&1%,-6&-12,-4%&-3%,-12%&60%,-6%&-8%,-6%&-16%
CCC(C)c1ccc(Nc2ncccc2C#N)cc1 (configuration not stated),1%,-11%,30%,3%,-4,-19%,10%,-19%,-7%

(list continues)
mol,APEX1 inh,BLM helicase inh,Pol beta inh,Glioma ERSR ind,LDHA block,Apoferritin bind,POLI inh,Pol eta inh,POLK inh
Cc1ccc(NC(=O)COC(=O)Cn2nc(C)c([N+](=O)[O-])c2C)c([N+](=O)[O-])c1,4%,5%,18%,-4%,0,-2%,-4%,-4%,-11%
Cc1ccc(-c2nn(-c3ccccc3)cc2/C=C/C(=O)Nc2nccs2)cc1,4%,-3%,-13%,-2%,-9,17%,11%,-2%,-6%
Cc1cc(C)nc(N2N=C(CSc3ccc(Cl)cc3)CC2=O)n1,2.8µM*,0%,-17%,-2%,-7,-17%,29%,0%,-30%
CCOc1ccc(CNC(=O)c2cc3c(=O)oc4ccc(C)cc4c3s2)cc1,.,-4%,8%,-1%,-2,-2%,42%[activator],-12%,-4%
CCn1c(=O)cc(OCC(=O)N2CCN(c3ccc(C)cc3)C(C)C2)c2ccccc21 (configuration not stated),.,-8%,14%,-8%,4,-7%,-29%,-1%,-1%
CN1C(=O)C2(OCCCO2)c2cc(Cl)ccc21,8%,0%,?,-2%,-3,-4%,130%[activator],-19%,-3%
CCN(CC)S(=O)(=O)c1ccc(OC)c(NC(=O)C(C)Oc2ccc3c(C)cc(=O)oc3c2)c1 (configuration not stated),-1%,-6%,3%,-6%,1,-13%,29%,-6%,-4%
Cc1nonc1OC(C)CNCCNc1ccc([N+](=O)[O-])cc1 (configuration not stated),-1%,-9%,28%,6%,-8,-13%,44%[activator],-6%,-8%
O=C(Cn1cc2c(n1)CCCC2)Nc1ccccc1Br,8%,-3%,3%,2%,-5,-13%,-4%,-4%,6%
Cn1cnc([N+](=O)[O-])c1NCc1ccccc1,18%,3%,33%,-4%,2,-9%,-2%,-6%,7%
CCN(CC)S(=O)(=O)c1ccc(N2CCN(S(=O)(=O)c3ccccc3)CC2)nc1,13%,0%,41%,-3%,-4,-6%,-20%,-3%,-11%
Cc1cc2c(NC(=O)Nc3ccccc3)cccc2nn1,?,6%,-2%,0%,3,-2%,133%[activator],-10%,2%
CCn1cc(/C=C/C(=O)Nc2c(C)nn(Cc3ccccc3)c2C)cn1,0%,-8%,17%,-6%,8,-1%,16%,-20%,-1%
CCOCCCNC(=O)Cc1c(C(=O)O)[nH]c2ccc(Cl)cc12,-3%,-11%,0%,-1%,-16,5%,-12%,-4%,-22%
CCOc1ccccc1NC(=O)CSc1n[nH]c(=O)n1-c1ccccc1,.,.,.,-1%,-1,.,28%,-16%,-4%

Carrying on:
mol,APEX1 inh,BLM helicase inh,Pol beta inh,Glioma ERSR ind,LDHA block,Apoferritin bind,POLI inh,Pol eta inh,POLK inh
CCCNc1nc2c(c(=O)n(C)c(=O)n2C)n1CC(O)COc1ccccc1 (configuration not stated),.,-1%,21%,-1%,0,-1%,-5%,2%,0%
COc1ccc([N+](=O)[O-])cc1NC(=O)CC(c1ccccc1)c1ccccc1,18%,3%,-15%,-3%,-6,6%,163%[activator],-20%,-14%
COc1ccc(C(=O)NCc2ccc3c(c2)OCO3)cc1S(=O)(=O)N1CCCC1,23%,.,.,-4%,0,.,11%,-7%,6%
O=C(Nc1ccccc1F)c1nc(SCc2ccc(F)cc2)ncc1Cl,.,0%,8%,-3%,2,?,15%,-15%,-7%
O=Nc1c(-c2ccccc2)[nH]n(-c2ccccc2)c1=O,-12%,5%,45%,3%,0,-8%,20%,-16%,3%
COc1cccc(N2CCN(C(=O)C3CCC(=O)N(C4CCCCCC4)C3)CC2)c1 (configuration not stated),15%,-3%,10%,-1%,4,-4%,1%,-10%,-5%
Cc1cccc(C)c1NC(=O)CSc1nnnn1-c1ccc(C(=O)O)cc1,0%,-3%,21%,-6%,-9,1%,5%,-12%,-1%
CCc1ccccc1NC(=O)Cn1nnc(C(=O)NCc2ccco2)c1N,.,-1%,1%,-4%,-7,-11%,?,-15%,-19%
COc1ccccc1NC(=O)CSc1nc(O)cc(=O)n1C,2%,-1%,4%,-5%,-8,4%,-7%,-9%,-15%
COc1ccc(-c2cc3ccc(F)cc3cn2)cc1,-17%,.,.,-6%,0,.,-8%,-16%,1%
COCCNC(=O)CN1C(=O)NC2(CCCc3cc(OC)ccc32)C1=O (configuration not stated),9%,-1%,6%,-7%,-6,-6%,29%,-15%,-7%
Cc1nn(C)cc1/C=C/C(=O)c1ccc(O)cc1,17%,2%,10%,3%,-4,-4%,-3%,-3%,-20%
Cc1ccc(CSc2nnc(CCCCCNC(=O)OC(C)(C)C)o2)cc1,1%,-8%,?,0%,4,-1%,-26%,-25%,-1%
CCC1(COC(NC(=O)c2cccnc2)(C(F)(F)F)C(F)(F)F)COC1,6%,-2%,?,-2%,-4,?,19%,-20%,-19%
Cc1ccc(/C=C/C(=O)OCC(=O)Nc2ccc3[nH]c(=O)[nH]c3c2)o1,-9%,.,.,-4%,-6,.,53%[activator],-6%,0%

Part of the list above, with values under each structure.
Below each compound: APEX1 inh | BLM helicase inh | Pol beta inh | Glioma ERSR ind | LDHA block | Apoferritin bind | POLI inh | Pol eta inh | POLK inh
> COc1ccc(-c2cc3ccc(F)cc3cn2)cc1
→ -17% | . | . | -6% | 0 | . | -8% | -16% | 1%
> COCCNC(=O)CN1C(=O)NC2(CCCc3cc(OC)ccc32)C1=O (configuration not stated)
→ 9% | -1% | 6% | -7% | -6 | -6% | 29% | -15% | -7%

(cont.)
mol,APEX1 inh,BLM helicase inh,Pol beta inh,Glioma ERSR ind,LDHA block,Apoferritin bind,POLI inh,Pol eta inh,POLK inh
O=C(CCCc1ccccn1)c1ccccc1,.,.,.,-13%,-7,.,25%,-11%,-2%
Cc1cc(=O)oc2cc(OCC(=O)Nc3ccc4[nH]c(=O)[nH]c4c3)ccc12,-11%,.,.,-3%,1,.,24%,?,-2%
COC(=O)c1ccc(N2CN=C(c3ccc(C)cc3)NC2=S)cc1,11%,-1%,37%,1%,-6,-16%,-6%,-9%,-7%
Clc1ccc(CNCc2cccs2)c(Cl)c1,-5%,-8%,37%,1%,0,0%,-9%,-19%,-1%
COc1ccc(-c2cc(C(=O)N/N=C(\C)c3ccco3)c3ccccc3n2)c(OC)c1,-2%,-2%,28%,-5%,-4,-14%,39%[activator],-12%,-3%
Cc1c(C(=O)NCc2ccc3c(c2)OCO3)oc2ccc(S(=O)(=O)N3CCCCCC3)cc12,0%,-2%,1%,-3%,1,?,11%,-14%,-1%
Cc1ccc(-n2c(SCC(=O)c3c(N)n(C4CC4)c(=O)[nH]c3=O)nnc2N2CCOCC2)cc1,5%,.,.,-1%,-2,.,40%[activator],-19%,-4%
COc1cc2c(cc1NC(=O)COC(=O)CNC(=O)c1ccccc1)oc1ccccc12,-3%,-1%,14%,2%,-5,?,208%[activator],-10%,-12%
O=C(NNC(=O)C1[C@H]2CCCC[C@@H]12)Nc1cccc2ccccc12 (some centres not stated),0%,1%,17%,-2%,10,3%,1%,-11%,6%
COc1ccccc1N(C)S(=O)(=O)c1ccc(C(=O)NC(C)c2ccccc2)cc1 (configuration not stated),2%,-5%,-20%,1%,-1,-6%,-19%,-7%,10%
CN(CC(=O)Nc1cccc(F)c1)C(=O)C1CSC2(C)CCC(=O)N12 (configuration not stated),-3%,.,.,0%,-3,.,14%,-5%,-14%
COc1cnc(-c2ccccn2)nc1Sc1ccc(F)cc1,-5%,-4%,3%,2%,-14,-20%,15%,-5%,-9%
COc1ccc(C2SCCN2C(=S)Nc2ccc(F)cc2)cc1 (configuration not stated),2%,2%,6%,-2%,-5,8%,9%,-14%,-7%
